Screens: PubChem BioAssay, National Center for Advancing Translational Sciences (NCATS)
RXFP1 antagonist = qHTS Assay for Antagonists of the Relaxin Receptor RXFP1; Relaxin receptor 1 (Homo sapiens), Q9HBX9; HEK293-RXFP1, relaxin-stimulated cAMP HTRF, 30 min; hits give low values; activity change, negative = inhibition, % at 57.5 µM; 350,000 compounds, 0.59% hits; AID 1259400, 2018;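 active = activity change of -60% or lower, but not beyond a set lower limit; inconclusive = change between -60% and -40%, or beyond the set limit; inactive = change above -40%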; also: % is scaled to controls: 0 for no effect and ±100 for the full control effect
D1 potentiator = Potentiators of Human D1 Dopamine Receptor: qHTS | 360,000 compounds, 0.036% hits | D(1A) dopamine receptor (Homo sapiens), P21728 | HEK293 TREx D1 cells, calcium flux, dopamine EC20 potentiation | potentiation, % at 10 µM; in the data active = potentiation above about 30%; also: 0% is about no effect
D1 agonist = Allosteric Agonists of the Human D1 Dopamine Receptor: qHTS. HEK293 T-REx D1 cells, calcium flux, agonist mode. activation, % at 2 µM. 360,000 compounds, 1% hits. AID 504660, 2011; in the data active = activation above about 30%; also: 0% is about no effect
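Tetracycline-induced HEK293 TREx D1 cells, force-coupled to calcium signalling, were dye-loaded with a no-wash calcium kit. Compound was pin-added after a 10 s baseline. Fluorescence was read kinetically at 1 cycle/s for 180 s, with calcium rises flagged as agonism.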
TRHR agonist = qHTS for Small Molecule Agonists and Allosteric Enhancers of Human TRH Receptor: Primary Screen for Agonists | TRHR cells, calcium flux fluo-8, FDSS agonist mode | Thyrotropin-releasing hormone receptor (Homo sapiens), P34981 | activation, % at 2 µM | 360,000 compounds, 0.18% hits; in the data active = activation above about 30%; also: 0% is about no effect
Target sequence (P34981 whole entry, looked up): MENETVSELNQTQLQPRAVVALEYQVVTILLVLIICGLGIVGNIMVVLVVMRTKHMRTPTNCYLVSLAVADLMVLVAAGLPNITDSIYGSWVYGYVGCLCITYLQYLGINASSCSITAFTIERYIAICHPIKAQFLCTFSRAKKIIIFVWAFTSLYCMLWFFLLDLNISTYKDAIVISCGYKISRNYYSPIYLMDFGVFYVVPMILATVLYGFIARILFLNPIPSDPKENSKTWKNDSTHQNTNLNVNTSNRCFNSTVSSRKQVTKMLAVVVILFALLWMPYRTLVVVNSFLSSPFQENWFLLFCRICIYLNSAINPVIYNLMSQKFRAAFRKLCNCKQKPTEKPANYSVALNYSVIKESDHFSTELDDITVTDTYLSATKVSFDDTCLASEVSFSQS
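Agonist-mode FDSS calcium read (Ex 480/Em 530, 1 s cycles) in 1536-well TRHR cells with fluo-8 dye, after 10-cycle baseline and 23 nL compound addition; TRH at EC20 (10 nM final) added afterwards for the enhancer phase.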
D2 PAM = HTS Assay for Positive Allosteric Modulators of the Human D2 Dopamine Receptor: Primary Screen for Potentiators | HEK293 T-REx D2, calcium flux, EC20 dopamine potentiation | 340,000 compounds, 0.34% hits | D(2) dopamine receptor (Homo sapiens), P14416 | AID 485347, 2010 | potentiation, % at 10 µM;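 active = potentiation over 3 SD above the plate norm, cut at about 30% in these data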; also: 0% is about no effect
Target sequence (P14416 whole entry, looked up): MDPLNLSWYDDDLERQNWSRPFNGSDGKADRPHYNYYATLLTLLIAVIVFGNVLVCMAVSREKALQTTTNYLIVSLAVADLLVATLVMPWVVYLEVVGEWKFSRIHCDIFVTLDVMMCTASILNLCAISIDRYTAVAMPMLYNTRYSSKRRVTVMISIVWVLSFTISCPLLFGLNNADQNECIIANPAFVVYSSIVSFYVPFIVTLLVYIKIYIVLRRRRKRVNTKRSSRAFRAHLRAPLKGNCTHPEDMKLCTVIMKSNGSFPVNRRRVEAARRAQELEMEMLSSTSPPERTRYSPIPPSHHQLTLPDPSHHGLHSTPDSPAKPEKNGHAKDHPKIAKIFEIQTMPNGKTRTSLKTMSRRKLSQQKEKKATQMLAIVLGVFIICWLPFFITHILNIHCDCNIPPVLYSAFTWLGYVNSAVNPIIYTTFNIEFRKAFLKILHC
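Calcium flux readout, no-wash dye, 1 read/s. Inducible HEK293 Trex D2 line, overnight 30 C. Compound alone 180 s (agonist flags), then EC20 dopamine, another 180 s to score potentiation.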
Apoferritin bind = qHTS Assay for Identification of Novel General Anesthetics; apoferritin/1-aminoanthracene competitive binding, fluorescence; Potency, µM (titrated, usually from 77.5 µM), inactives show at the highest dose activity change, negative = displacement, most hits filed as inhibitors; 350,000 compounds, 0.074% hits; AID 485281, 2010; also: potency is read from the fitted curve at half-maximal effect; % is scaled to controls: 0 for no effect and ±100 for the full control effect; nearly all actives have a fitted effect of over 20% in size
Target sequence (P02791 2-175 limits assumed): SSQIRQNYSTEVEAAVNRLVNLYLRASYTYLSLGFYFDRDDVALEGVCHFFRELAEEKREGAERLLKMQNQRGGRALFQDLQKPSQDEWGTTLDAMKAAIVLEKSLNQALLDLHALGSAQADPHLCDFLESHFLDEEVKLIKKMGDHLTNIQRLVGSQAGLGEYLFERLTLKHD
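Steps: apoferritin (10 uM) was premixed with half-saturated 1-AMA in PBS, compounds were pin-transferred, plates stood 10 min at room temperature, fluorescence was read at 380/535 nm, and curves were fitted with a Hill equation.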
RXFP1 ag = qHTS Assay for Agonists of the Relaxin Receptor RXFP1; Relaxin receptor 1 (Homo sapiens), Q9HBX9; HEK293T-RXFP1 cAMP TR-FRET, 30 min; response scale: percent of porcine relaxin response, buffer zero; Potency, µM (titrated, usually from 57.5 µM), for the others: at the top dose activation, usual class: activators; 370,000 compounds, 0.3% hits; AID 2676, 2010; also: potency is read from the fitted curve at half-maximal effect; % is scaled to controls: 0 for no effect and ±100 for the full control effect; nearly all actives have a fitted effect of over 60% in size; many of its hits are not listed in these tables
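cAMP rise read by TR-FRET after 30 min, 37C compound exposure (up to 58 uM) in RXFP1-transfected HEK293 cells with Ro 20174 present. EC50 from Hill-equation fits, with 29 nM porcine relaxin as 100% and buffer as basal.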
D1 antag = Antagonist of Human D 1 Dopamine Receptor: qHTS. D(1A) dopamine receptor (Homo sapiens), P21728. HEK293 TREx D1 cells, calcium flux, dopamine EC80; hits give low values. activity change, negative = inhibition, % at 10 µM. 360,000 compounds, 3.2% hits; in the data active = activity change below about -30%; also: % is scaled to controls: 0 for no effect and ±100 for the full control effect
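Allosteric or orthosteric antagonism assessed as attenuation of the calcium response to EC80 dopamine, added 180 s after compound, in induced HEK293 Trex D1 cells loaded with no-wash calcium dye.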
TRHR PAM = qHTS for Small Molecule Agonists and Allosteric Enhancers of Human TRH Receptor: Primary Screen for Enhancers | Thyrotropin-releasing hormone receptor (Homo sapiens), P34981 | TRHR cells, fluo-8 calcium fluorescence, EC20 TRH enhancement | enhancement, % at 2 µM | 360,000 compounds, 0.66% hits; in the data active = enhancement above about 30%; also: 0% is about no effect
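Enhancer read-out: after compound pinning and an initial kinetic agonist-mode read, an EC20 of TRH (10 nM final) was injected and fluo-8 calcium signal (Ex 480/Em 530) followed at 1 s/cycle for 100 cycles in TRHR-expressing cells.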
The depositor's hits bear a star; ? = inconclusive; . = not tested or not shown; [ ] = another dose, or the depositor's remark. Unless noted, calls follow the shape of the dose curve; as a rule, active = well fitted curve in the direction sought with a large enough effect; inconclusive = small, poorly fitted or top-dose-only effect, or another doubt; inactive = no such curve, though single readings can be large; an effect the other way counts as inactive or inconclusive.

mol	D2 PAM	TRHR PAM	D1 antag	Apoferritin bind	RXFP1 ag	RXFP1 antagonist	TRHR agonist	D1 agonist	D1 potentiator
NS(=O)(=O)c1ccc(CCNC(=O)c2cncc(Br)c2)cc1	-3.1	-0.5	-6.4	-5.1%	3.5%	4.6	0.8	2.6	-9.4
COc1cc(/C=C2\SC(N)=NC2=O)ccc1OCC(=O)Nc1ccccc1C	5.5	2.2	-16.2	.	0.0%	0.0	0.5	8.5	.
N/C(=N\OC(=O)COc1ccc(Cl)cc1)c1cccnc1	-5.0	-3.2	-0.4	-8.1%	1.0%	.	-0.9	3.4	-1.9
Cc1ccc(C)c(N2CC(O)(c3cccs3)[N+]3=C2CCCC3)c1 (stereo not drawn)	0.9	-2.2	-9.9	-12.6%	3.4%	-14.6	0.1	2.8	-4.5
COCCNC(=O)c1cn(C)c2ccc(S(=O)(=O)N3CCCCC3)cc2c1=O	-6.3	-5.4	-4.1	-7.1%	4.0%	6.1	0.8	1.8	-2.7
Cc1[nH]c2ccccc2c1C(C#N)(C#N)C1C(=O)c2ccccc2C1=O	11.1	-9.4	-25.4	-2.0%	-4.0%	9.7	0.0	6.1	-8.0
COc1ccc(CN(C)S(=O)(=O)c2nnc(NC(=O)c3cccc(OC)c3)s2)cc1	4.0	-0.3	-1.0	-11.8%	8.4%	-9.5	0.0	3.5	-7.5
Fc1ccc(Nc2ncnc3sc4c(c23)CCC4)cc1	-3.1	-4.7	10.6	?	2.8%	.	-0.3	1.0	-10.2
N#Cc1ccc(Cn2c(=O)oc3ccccc32)cc1	-12.1	-6.2	-1.5	-5.7%	0.0%	-1.4	-0.5	4.3	-8.9
CCN(CC)c1ccc(/C=N\NC(N)=O)cc1	-13.9	1.4	-2.9	-2.6%	2.3%	.	-0.6	0.9	-8.3
COc1ccc(CC(=O)N/N=C/c2ccc(-c3ccc(F)cc3)o2)cc1OC	-16.7	3.1	-5.4	-12.7%	3.7%	-17.0	-0.8	0.0	-2.9
Cc1cc(Br)ccc1NC(=O)C(Cc1ccccc1)NS(=O)(=O)c1ccc(Br)s1 (stereo not drawn)	3.6	0.5	3.4	0.9%	1.6%	.	-1.0	4.4	-2.1
COC(=O)c1[nH]c2ccc(C)cc2c1NC(=O)CN1CCc2cc(OC)c(OC)cc2C1	16.3	-4.5	4.8	?	2.6%	1.1	-0.9	1.6	-2.2
Cc1cccc(S(=O)(=O)NNC(=O)c2cc(-c3ccc(F)cc3)nc3ccccc23)c1	-2.1	-0.5	-26.3	-22.4%	-0.4%	-5.0	-0.9	3.0	3.0
COc1ccc(NC(=O)C2CCN(S(=O)(=O)c3ccc4c(c3)CC(C)N4C(C)=O)CC2)cc1OC (stereo not drawn)	-5.1	-1.0	6.8	-13.2%	6.3%	-5.0	-0.1	0.2	2.2
CCS(=O)(=O)N1CCN(C(=O)C(c2ccccc2)c2ccccc2)CC1	0.4	5.6	1.7	-8.6%	-0.4%	-4.7	0.7	1.4	-0.3
O=C(CCCC(=O)c1ccccc1)Nc1ccc(O)cc1	9.7	13.7	-20.7	-3.8%	4.3%	0.0	-0.7	3.8	-8.8
CC(C)CC(c1nnnn1C1CCCC1)N1CCN(c2ccccc2F)CC1 (stereo not drawn)	2.0	0.8	7.3	-5.7%	0.0%	-6.7	0.9	-3.6	-3.5
CCOc1ccc(CNC(=O)c2cc3c(=O)n(C)c4ccccc4c3s2)cc1	-3.0	-2.5	1.1	-9.3%	?	14.0	-0.3	0.4	5.0
COc1cc(CCCN2C(=O)C(=O)NC[C@@H]2c2ccccc2)cc(OC)c1OC	17.2	4.8	-0.7	-1.8%	0.9%	.	-0.4	1.2	-5.0
COC(=O)c1cccc(NC(=O)Cc2ccsc2)c1	1.5	8.4	-9.3	-8.5%	2.7%	8.0	-0.2	4.0	-0.2
Cn1cc(C(=O)NCc2ccccc2)c(=O)c2cc(S(=O)(=O)N3CCOCC3)ccc21	11.8	7.0	-6.0	0.2%	-0.3%	-3.6	0.3	-0.9	5.6
Cc1cccc(S(=O)(=O)c2cn(Cc3ccccc3)c3cc(N4CCC(C)CC4)c(F)cc3c2=O)c1	5.2	10.9	3.6	43.1%[activator]	-1.5%	-9.2	0.8	4.6	-6.0
COc1ccc(CN2CCNC(=O)C2CC(=O)O)c(OC)c1 (stereo not drawn)	-16.0	-5.3	-16.7	10.6%	0.4%	.	0.3	3.5	-6.3
O=C(c1cc([N+](=O)[O-])ccc1N1CCOCC1)N1CCN(S(=O)(=O)c2cc(Cl)ccc2Cl)CC1	9.0	-4.2	1.9	.	-0.1%	-10.4	0.3	0.6	2.2

Following part:
mol	D2 PAM	TRHR PAM	D1 antag	Apoferritin bind	RXFP1 ag	RXFP1 antagonist	TRHR agonist	D1 agonist	D1 potentiator
O=C(NCc1cccs1)c1ccccc1	-13.7	-0.5	8.7	4.1%	0.6%	-2.1	0.4	2.1	7.1
CCCn1nc(C(=O)NCc2ccc3c(c2)OCO3)c2ccccc2c1=O	38.7*	-0.4	3.0	-11.7%	-0.4%	-0.8	-0.4	0.2	1.3
CSc1cccc(CN(C)C(=O)C2CCC(=O)N(CCCN3CCCC3=O)C2)c1 (stereo not drawn)	4.9	-5.0	-6.7	-7.4%	-0.1%	14.6	-0.2	2.8	13.3
Cc1ccc(-n2c(C)c(C)c3c(NCCN(C)C)ncnc32)cc1	3.8	-1.2	-38.0*	-6.7%	-3.2%	-0.3	-0.4	0.1	-10.3
Cc1ccc(CNC(=O)[C@H](C)NC(=O)C2CCN(C(=O)[C@@H](N)CC(C)C)CC2)cc1	-2.6	5.2	-8.3	-9.4%	-0.9%	.	0.5	0.7	15.3
COc1cc2c(cc1NC(=O)CCCN1C(=O)CCC1=O)oc1ccccc12	.	-4.9	-12.0	-6.2%	-0.2%	-0.3	1.1	-0.1	-5.5
COc1ccc(OC)c(S(=O)(=O)N2CCC3(CC2)OCCN3S(=O)(=O)c2cccs2)c1	0.6	-1.5	-23.8	.	1.9%	-1.8	0.3	4.3	-6.2
CC(=O)c1ccc(N2CCN(C(=O)Cn3c(=S)[nH]c4ncccc4c3=O)CC2)cc1	1.8	-2.6	-7.4	-15.6%	6.6%	.	-1.6	-1.8	-4.6
O=C(Nc1ccc(CN2CCOCC2)cc1)c1ccc(N2CCCC2)c([N+](=O)[O-])c1	-4.5	-3.9	.	?	1.5%	-8.0	0.1	1.2	-0.7
Brc1ccc(C2CC(c3ccccc3)=Nc3ccccc3N2)cc1 (stereo not drawn)	4.0	-3.7	-1.7	-11.6%	0.2%	7.8	0.6	1.0	-5.6
CCCC(=O)Nc1nc2nc(C)cc(=O)n2[nH]1	2.9	10.9	13.5	-1.0%	2.6%	1.6	-0.5	-2.1	5.2
CCOC(=O)c1c(-c2ccccc2)csc1NC(=O)c1ccc(S(=O)(=O)N2CC(C)OC(C)C2)cc1 (stereo not drawn)	-13.5	1.7	2.9	0.8%	-1.6%	-13.1	0.5	2.8	-4.8
COc1ccc(OC)c(NC(=O)CN2C(=O)c3ccccc3Sc3ccc(C(=O)N4CCCC4)cc32)c1	-7.0	5.7	22.3	-3.9%	0.3%	-25.1	-1.4	0.7	-7.3
CCC(C)n1c(SCc2ccc(F)cc2Cl)nc2ccsc2c1=O (stereo not drawn)	1.7	-7.8	-6.1	-4.3%	1.5%	-28.8	0.9	20.9	0.3
CCCC(=O)C1=C(c2cccc(OC)c2)N(C(=O)CCC)n2c(C)nnc2S1	-5.1	-4.2	.	1.5%	0.9%	-9.6	0.2	11.6	-1.4
CN(CCCNC(=O)c1ccccc1F)CCCNC(=O)c1ccccc1F	0.5	-11.0	-2.2	-6.6%	-3.0%	6.1	-0.1	6.0	4.2
CC(C)C12CN3CC(C(C)C)(CN(C1)C3c1ccc(Cl)cc1)C2=O (stereo not drawn)	0.3	7.7	-4.4	-4.3%	1.1%	.	-0.2	1.9	-5.6
Cc1cccnc1Nc1nc(-c2ccc(F)cc2)cs1	-2.0	6.3	3.4	-7.7%	1.3%	-10.8	-0.9	4.1	-5.3
CCS(=O)(=O)NCCc1csc2nc(-c3ccc(OC)cc3)nn12	-5.2	-7.6	.	-5.8%	4.9%	-4.6	0.2	8.8	4.2
COc1ccc(C2c3cccn3CCN2S(=O)(=O)c2ccc([N+](=O)[O-])cc2)cc1 (stereo not drawn)	-6.4	-2.8	.	-6.6%	-1.7%	2.4	0.3	-0.8	-2.8
COc1cc2[nH]c(-c3cccc(F)c3)cc(=O)c2cc1OC	-14.9	-0.2	10.2	-2.1%	-0.5%	.	0.0	-0.3	1.7
Cn1c(=O)c2c(nc(CN3CCN(C(=O)c4ccco4)CC3)n2Cc2ccccc2)n(C)c1=O	-1.8	-1.5	-15.1	1.5%	4.5%	3.6	0.3	0.7	-5.2
Cc1ccc(CNC(=O)c2ccc3c(c2)N(Cc2ccccc2)C(=O)c2ccccc2S3(=O)=O)cc1	7.1	0.2	2.5	-17.0%	4.1%	-14.9	0.6	8.8	1.7
Cc1cc(NC(=O)NCc2ccccc2)c(=O)n(Cc2ccc(F)cc2)c1	5.6	3.4	-13.6	?	2.6%	-1.5	-0.2	3.1	1.4
Cc1ccc(-c2nc3ccccc3c(=O)n2CCN2CCOCC2)cc1	0.9	-5.1	1.1	-5.4%	1.5%	-6.3	-0.1	0.9	-4.5

Three compounds out of the list, sorted by SMILES length, highest first:
mol	D2 PAM	TRHR PAM	D1 antag	Apoferritin bind	RXFP1 ag	RXFP1 antagonist	TRHR agonist	D1 agonist	D1 potentiator
CC(C)C12CN3CC(C(C)C)(CN(C1)C3c1ccc(Cl)cc1)C2=O (stereo not drawn)	0.3	7.7	-4.4	-4.3%	1.1%	.	-0.2	1.9	-5.6
CN(CCCNC(=O)c1ccccc1F)CCCNC(=O)c1ccccc1F	0.5	-11.0	-2.2	-6.6%	-3.0%	6.1	-0.1	6.0	4.2
Cc1cccnc1Nc1nc(-c2ccc(F)cc2)cs1	-2.0	6.3	3.4	-7.7%	1.3%	-10.8	-0.9	4.1	-5.3

The list is partial; rates above refer to the full screens.
